Source: PubChem
Anthrax LF inh2: Bacillus anthracis LF protease inhibitors, primary screen, biochemical, multiplex microsphere, MLPCN library. Lethal factor (Bacillus anthracis), P15917. inhibition, % at 10 µM. hit rate 0.12% among 360,000. multiplex microsphere protease cleavage assay; also: plate controls were buffer without enzyme for full effect and enzyme alone for no effect
BoNT-A LC inh2: BoNT/A light chain protease inhibitors, primary screen, biochemical, flow cytometry, MLPCN library; Botulinum neurotoxin type A light chain protease (Clostridium botulinum A str. ATCC 3502); multiplex microsphere protease substrate cleavage; inhibition, % at 10 µM; hit rate 0.17% among 360,000; AID 588499, 2011; also: plate controls were buffer without enzyme for full effect and enzyme alone for no effect
TcdB GH inh: TcdB glycohydrolase inhibitors, primary screen, biochemical, single point, plate reader. inhibition, % at 9.99 µM. hit rate 0.24% among 350,000. TcdB glycohydrolase enzymatic assay; in the data active = inhibition above about 10%
CCHF vOTU inh: CCHFV vOTU protease inhibitors, primary screen, biochemical, Pep-AMC substrate, fluorescence. Crimean-Congo hemorrhagic fever virus L polyprotein viral ovarian tumor (vOTU) protease …. hit rate 0.55% among 370,000. inhibition, % at 11.5 µM; in the data active = inhibition above about 30%; also: 0% = vehicle wells with enzyme and 100% = no enzyme wells
FadD28 FP inh: inhibitors of FadD28 bisubstrate probe binding, primary screen, biochemical, fluorescence polarization, single point; Mycobacterium tuberculosis FadD28 fatty-acid-AMP ligase; inhibition, % at 12.5 µM; hit rate 0.22% among 360,000; in the data active = inhibition above about 8.5%, passing the limit was not always enough; inconclusive = no clear call, values can overlap the other calls
Yp Topo-I inh: Yersinia pestis topoisomerase I inhibitors, primary screen, biochemical, cleavage product accumulation, plate reader, single point | AID 504884, 2011 | Y. pestis Topo-I cleavage product accumulation | hit rate 0.064% among 360,000 | activity, % at 10 µM | DNA topoisomerase I (Yersinia pestis CO92); in the data active = activity above about 50%, passing the limit was not always enough; inconclusive = no clear call, values can overlap the other calls; also: inactives centre near 2
BoNT F protease: BoNT/F light chain protease inhibitors, primary screen, biochemical, flow cytometry, MLPCN library | Multiplex microsphere protease cleavage assay | Botulinum neurotoxin type F light chain protease (Clostridium botulinum) | inhibition, % at 10 µM | hit rate 0.22% among 360,000; in the data active = inhibition above about 35%, passing the limit was not always enough; inconclusive = no clear call, values can overlap the other calls; also: plate controls were buffer without enzyme for full effect and enzyme alone for no effect
PrPC surface inh: inhibitors of human cell surface prion protein PrPC, primary screen, cell-based, TR-FRET. inhibition, % at 13.8 µM. AID 720596, 2013. hit rate 0.43% among 370,000. TR-FRET read-out. Major prion protein (Homo sapiens), P04156; in the data active = inhibition above about 24%; also: 0% = median of the test wells and 100% = reference compound wells
PfHsp40 yeast: rescue of yeast from PfHsp40 toxicity, primary screen, S. cerevisiae, ATP luminescence; growth rescue, % at 12.5 µM; S. cerevisiae expressing PfHsp40, growth rescue; hit rate 0.68% among 340,000; in the data active = growth rescue above about 28%, passing the limit was not always enough; inconclusive = no clear call, values can overlap the other calls;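 also: yeast W303a lacking pdr1 and pdr3 grown in galactose medium; growth measured after three days at 30 °C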
Numbers without * were called inactive; ? = inconclusive; nt = not tested or not shown. Rule as the data show it, unless noted: active = inhibition above about 30%; inconclusive = no clear call, values can overlap the other calls; inactive = below that.

Sample of the layout:
Every second line gives: CCHF vOTU inh, BoNT F protease, PfHsp40 yeast, PrPC surface inh, Yp Topo-I inh, BoNT-A LC inh2, Anthrax LF inh2, TcdB GH inh, FadD28 FP inh
COc1ccc(C(=O)CCC(=O)Nc2ccc(Cl)cc2)cc1
 : -13, 0, -0.6, 23, 0, -4.4, 5, 0.8, -1.6
COc1ccc(OCCSc2nc(C)nc3ccccc23)cc1
 : 0, -6, 3.4, 24, 3, -0.8, 0, -1.7, -1.7
CC(NCc1ccccc1Cl)C(=O)Nc1ccc(S(=O)(=O)N2CCCC2)cc1 (stereo not drawn)
 : 13, -7, 1.8, -4, 9, -0.3, -11, nt, 0.0

This part in full, from the first entry:
Every second line gives: CCHF vOTU inh, BoNT F protease, PfHsp40 yeast, PrPC surface inh, Yp Topo-I inh, BoNT-A LC inh2, Anthrax LF inh2, TcdB GH inh, FadD28 FP inh
COc1ccc(C(=O)CCC(=O)Nc2ccc(Cl)cc2)cc1
 : -13, 0, -0.6, 23, 0, -4.4, 5, 0.8, -1.6
COc1ccc(OCCSc2nc(C)nc3ccccc23)cc1
 : 0, -6, 3.4, 24, 3, -0.8, 0, -1.7, -1.7
CC(NCc1ccccc1Cl)C(=O)Nc1ccc(S(=O)(=O)N2CCCC2)cc1 (stereo not drawn)
 : 13, -7, 1.8, -4, 9, -0.3, -11, nt, 0.0
O=C(/C=C/c1ccccc1)NNC1=NS(=O)(=O)c2ccccc21
 : -1, -7, -0.2, -4, 5, -0.2, -2, -3.2, -0.6
COc1ccc(-c2csc(NC(=O)c3ccc(N4C(=O)CCC4=O)cc3)n2)cc1OC
 : -17, -3, -0.1, -7, 18, -0.3, -5, 0.5, -2.4
COCc1c(C(=O)N2CCN(c3ccccc3C)CC2)oc2ccccc12
 : 12, -3, 2.2, 3, 33, 3.2, 3, 0.7, nt
CCN=C1S/C(=C\c2cc(OCC)c(O)cc2Br)C(=O)N1CC
 : 17, 72*, -1.0, -10, 6, 6.8, 30*, nt, 0.4
C/C(=N/NC(=O)CNC(=O)c1cccnc1)c1cccc([N+](=O)[O-])c1
 : -11, 17, -0.9, -7, 11, 2.3, 7, -0.8, -0.4
CN(CCO)c1cc(NCCCN2CCC(Cc3ccccc3)CC2)c2nonc2c1[N+](=O)[O-]
 : 6, -10, 0.9, -25, 7, -0.3, -5, 0.6, -0.7
CC(C)CCC(CCN1CCOCC1)c1ccc2c(c1)OCO2 (stereo not drawn)
 : 13, 0, 0.6, -1, 25, -1.4, -2, nt, -2.8
Cc1cccc(/C=N/Nc2ccc3ccccc3n2)c1
 : 5, 3, 0.0, 7, -5, -0.4, -2, -0.7, -6.7
CC(NC(=O)COC(=O)C1CCN(c2ccc(C(F)(F)F)cn2)CC1)c1ccc(Br)cc1 (stereo not drawn)
 : 18, -3, 0.0, 5, -12, -0.6, 0, 2.3, -0.2
COc1ccc(CCNC(=O)COC(=O)CCC(=O)c2cccs2)cc1OC
 : 7, -4, 0.1, -2, 0, -0.5, -10, 1.9, -2.4
CC(C)C[C@@H](CO)NC(=O)CC[C@H](NC(=O)OC(C)(C)C)C(=O)N(Cc1ccccc1)Cc1ccccc1
 : 11, 4, 12, 7, 3, 0.1, -1, 0.4, -1.0
CCCCn1c(N)c(N(CCC(C)C)C(=O)c2ccc([N+](=O)[O-])s2)c(=O)[nH]c1=O
 : 15, 6, 1.0, -42, -2, 4.2, 0, -2.8, -0.7
O=C(NCC1CCCO1)c1cccc(N2C(=O)C3C4C=CC(C4)C3C2=O)c1 (stereo not drawn)
 : 2, -21, -0.5, 4, 1, 0.6, 2, nt, 0.8
O=C(/C=C/c1ccc(S(=O)(=O)N2CCOCC2)cc1)NCCc1ccc(C(F)(F)F)cc1
 : 10, 2, -0.2, -5, 18, 1.5, -4, -0.4, -9.7
Cc1noc(C)c1CSCC(=O)Nc1nc(-c2ccc(F)c(F)c2)cs1
 : -6, -9, -0.8, 13, 6, 0.8, -3, 3.9, -7.6
CC(C)(C)OC(=O)N[C@@H](CC(=O)OCc1ccccc1)C(=O)O
 : 7, -3, 0.4, 7, -2, -0.1, 4, -0.5, -2.8
CCOc1ccc2nc(Cl)c(C3CC(c4ccco4)=NN3S(=O)(=O)c3ccccc3)cc2c1 (stereo not drawn)
 : 13, -1, -1.2, -12, 0, 1.4, -3, nt, -2.1

Taken from above.
Result of `O=C(/C=C/c1ccc(S(=O)(=O)N2CCOCC2)cc1)NCCc1ccc(C(F)(F)F)cc1` in PfHsp40 yeast: -0.2
Result of `Cc1cccc(/C=N/Nc2ccc3ccccc3n2)c1` in PrPC surface inh: 7
Result of `CCOc1ccc2nc(Cl)c(C3CC(c4ccco4)=NN3S(=O)(=O)c3ccccc3)cc2c1` (stereo not drawn) in Yp Topo-I inh: 0
Result of `Cc1noc(C)c1CSCC(=O)Nc1nc(-c2ccc(F)c(F)c2)cs1` in PrPC surface inh: 13
Result of `CC(C)(C)OC(=O)N[C@@H](CC(=O)OCc1ccccc1)C(=O)O` in CCHF vOTU inh: 7

Continuation:
Every second line gives: CCHF vOTU inh, BoNT F protease, PfHsp40 yeast, PrPC surface inh, Yp Topo-I inh, BoNT-A LC inh2, Anthrax LF inh2, TcdB GH inh, FadD28 FP inh
COc1cccc(C2c3c(oc4ccc(F)cc4c3=O)C(=O)N2CCN2CCOCC2)c1OC (stereo not drawn)
 : 1, -1, -0.2, -10, 4, 0.0, -10, 1.1, -0.2
Cc1ccsc1/C=N/NC(=O)c1ccccn1
 : 10, 14, 0.6, -14, -5, 1.5, -2, nt, -0.8
O=[N+]([O-])c1ccccc1CN1CCN(S(=O)(=O)c2ccccc2)CC1
 : 2, -5, -0.3, 4, 1, -0.5, -6, 1.2, -4.3
CCOc1c(C)cnc2c1c(=O)n(CC(=O)NCC1CCCO1)c(=O)n2C (stereo not drawn)
 : -5, nt, -1.4, 5, 3, nt, nt, -0.4, -2.8
Cc1ccc(SCc2[nH]nc3c2C(C(C)C)C(C#N)=C(N)O3)cc1 (stereo not drawn)
 : 17, 7, 1.7, 9, -9, 0.1, -2, nt, -1.4
COCCN(C(=O)c1sc2ccccc2c1Cl)c1c(N)n(CC(C)C)c(=O)[nH]c1=O
 : 2, 9, 1.6, -4, -1, 2.8, 3, -0.1, -1.3
COC(=O)CN1C(=O)[C@H]2[C@@H](c3ccc(C)o3)N3C(=O)CN(Cc4ccccc4)C(=O)[C@@]3(Cc3ccccc3)[C@H]2C1=O
 : -4, -5, 0.5, 3, -9, -0.7, -6, 1.6, 0.3
CC(Oc1ccccc1)C(=O)N1CCc2ccccc2C1 (stereo not drawn)
 : -5, 10, -1.5, 11, 3, 1.3, -5, 2.2, 0.2
CC(=O)Nc1ccnc(-c2cccnc2)n1
 : -3, 3, -0.5, -5, 2, -0.1, -1, 0.6, -2.6
CN1OC[C@@H]2CN(C(=O)Nc3ccccc3)[C@H](c3ccc(N4CCCCC4)cc3)C[C@@H]21
 : 6, 7, nt, 6, nt, 0.6, -5, -2.3, -0.4
COC(=O)CCCC1=CC2=C(c3ccccc3)C(=O)C(C)(OC(=O)C3CCCC3)C(=O)C2=CN1CCN1CCOCC1 (stereo not drawn)
 : 10, -4, 0.8, -8, -8, 0.2, 2, 0.6, -2.1
NC1=NC(c2ccc([N+](=O)[O-])cc2)N(c2ccc(F)cc2)C(N)=N1 (stereo not drawn)
 : -9, 3, 0.3, -16, -8, -0.9, -10, 0.6, -0.9
CC1(C)Cc2c(cnn2-c2ccccc2)C(NC(=O)CCCN2CCCC2=O)C1 (stereo not drawn)
 : -16, 4, -0.3, -2, 6, 1.0, 2, 0.5, -0.8
CCC1CCCCN1CCCNC(=O)c1ccc(N2CCCC2=O)cc1 (stereo not drawn)
 : 11, -6, 0.1, -3, 0, 1.7, 0, -0.7, -0.7
CC(C)CCNC(=O)C(c1cccs1)N(CC1CCCO1)C(=O)Cn1nnc2ccccc21 (stereo not drawn)
 : -2, -6, -0.2, 3, 1, 0.0, 1, nt, -1.1
N#Cc1ccc(CN2CCN(C(=O)c3cc(Cl)c4c(c3)OCCO4)CC2)cc1
 : -3, -1, -0.8, -4, 6, 1.4, -1, -0.7, -3.9
COc1ccc(C2N(c3cc(C)on3)C(=O)C3CCCN32)cc1 (stereo not drawn)
 : 5, 2, -0.4, 4, 0, 0.2, 2, -0.1, -4.3
CCOC(=O)c1cnc(SC)nc1Sc1cc(Cl)ccc1Cl
 : 5, -17, -2.4, 5, 40, -0.9, -6, nt, -1.7
CCN1CCN(C2CCCCC2NS(=O)(=O)c2ccccc2)CC1 (stereo not drawn)
 : 12, 10, -1.4, -9, -1, 2.0, 2, 0.5, -1.6
Fc1ccc(C2CC(c3ccccc3)n3ncnc3N2)cc1 (stereo not drawn)
 : 1, -3, -0.7, -4, -4, -0.1, -4, nt, -2.8
CCn1c(CSc2nnc(-c3ccncc3)n2C)nc2cc(C(=O)O)ccc21
 : -10, -5, -0.8, 1, 24, 0.2, 3, -1.3, ?
Cc1ccc(/C=N/NC(=O)CSc2nc3ccccc3o2)cc1
 : 29, -4, 0.4, 4, -3, 0.4, -4, nt, 0.6
COc1ccccc1CN(Cc1nc2ccccc2c(=O)[nH]1)C(=O)Nc1ccccc1C
 : -8, -11, 0.9, -4, 6, ?, -1, nt, -0.1
NC(=O)c1nn(-c2ccccc2)nc1N
 : -88, -28, 0.2, 3, -3, -2.3, -5, 0.9, -4.1
CCOC(=O)c1c(NC(=O)CN2CCC(C)CC2)sc(C)c1C
 : 2, -4, 0.2, 2, -4, -0.7, -3, -2.3, -3.2
COc1ccc(N(C)S(=O)(=O)c2cccc(C(=O)N3CCN(S(=O)(=O)c4ccc(C)cc4)CC3)c2)cc1
 : 5, -6, 0.7, 1, 10, -0.3, -5, 1.0, -4.4
COc1ccc(-c2cn[nH]c2-c2ccc(OC)cc2)cc1
 : 4, -7, 1.4, -3, -6, 0.8, -2, 1.8, -1.4
CCN1CCCC1CNS(=O)(=O)c1cc(Br)cc2c1N(C(=O)C1CC1)CC2 (stereo not drawn)
 : -7, -5, -1.7, -4, 2, -1.1, -4, nt, -1.0
Cc1cc2cc(CNC(=O)c3ccc(Br)o3)ccc2n1C
 : -4, -61, -0.4, 21, -2, 62*, -24, -0.3, 1.9

Random excerpt: 3 records from the list.
Every second line gives: CCHF vOTU inh, BoNT F protease, PfHsp40 yeast, PrPC surface inh, Yp Topo-I inh, BoNT-A LC inh2, Anthrax LF inh2, TcdB GH inh, FadD28 FP inh
NC(=O)c1nn(-c2ccccc2)nc1N
 : -88, -28, 0.2, 3, -3, -2.3, -5, 0.9, -4.1
COc1ccc(N(C)S(=O)(=O)c2cccc(C(=O)N3CCN(S(=O)(=O)c4ccc(C)cc4)CC3)c2)cc1
 : 5, -6, 0.7, 1, 10, -0.3, -5, 1.0, -4.4
CCN1CCCC1CNS(=O)(=O)c1cc(Br)cc2c1N(C(=O)C1CC1)CC2 (stereo not drawn)
 : -7, -5, -1.7, -4, 2, -1.1, -4, nt, -1.0
